Bioassay records as filed in PubChem.
CCT modulator – cytosolic chaperonin activity modulation; purified chaperonin ATPase assay, HTRF ADP detection, 30 min; activity change, % (test concentration not listed), hits read low; 360,000 compounds, 0.3% hits; AID 651819; in the data active = activity change below about -30%; note: % is set by controls: 0 for no effect and ±100 for the full control effect
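ATPase activity: ADP formed was measured by HTRF Transcreener (665/615 nm ratio) after 30 min at 37 deg C with 10 uM ATP. Compounds screened at one 76 uM concentration against 40 or 20 nM TRiC in Tris pH 7.4/KCl/MgCl2/DTT buffer.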
pAkt inh – Akt phosphorylation inhibition. activity change, % for hits at 50 µM. AID 651550. Neuro2A IGF-stimulated pAkt S473 HTRF, 20 min; stronger effect = lower value. 360,000 compounds, 0.32% hits; in the data active = activity change below about -80%; inconclusive = mostly about -51% to -80%; note: % is set by controls: 0 for no effect and ±100 for the full control effect
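Neuro2A cells (4,500/well, DMEM with 0.5% FBS) were treated with compound at a single 50 µM final concentration, stimulated with 6 nM IGF for 20 min at 37 °C, and lysed. Phospho-Akt Ser473 was read by HTRF as 665/615 ratio ×10^4.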
TGFb SMAD3 inh – blocks TGF-b signaling. Potency, µM (top dose mostly 46.1 µM), for the others: at the top dose activity, negative = inhibition, actives largely listed as inhibitors. HepG2 CAGA-GFP TGF-b/SMAD3 reporter, GFP fluorescence, 18 h; TGF-beta stimulated, 500 pg/mL final. 410,000 compounds, 1.2% hits; note: potency is the fitted concentration of half-maximal effect; % is set by controls: 0 for no effect and ±100 for the full control effect; nearly all actives have a fitted effect of over 65% in size
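HEPG2 CAGA-GFP reporter cells (1000/well, DMEM with 1% FBS) received compounds, then recombinant TGF-beta at 500 pg/mL final for 18 hours at 37 degrees C. Per-cell GFP summed per well was normalised to unstimulated and stimulated DMSO controls before curve fitting.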
A549 viability – counter-screen for Nrf2 inhibitors: cytotoxicity in A549 cells | AID 504648 | Potency, µM (titrated, usually from 46 µM), without a hit: at the highest dose activity change, negative = cytotoxicity, usual class: inhibitors | 390,000 compounds, 0.16% hits | A549 ARE-Fluc cells, CellTiter-Fluor viability, 18-24 h; note: potency is the fitted concentration of half-maximal effect; % is set by controls: 0 for no effect and ±100 for the full control effect
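A549 ARE-Fluc cells in 5% FBS OPTI-MEM, 5000 cells/well, rested 2 h then exposed to compounds in concentration-response for 18-24 h at 37 °C. Viability by CellTiter-Fluor fluorescence (Ex 405/Em 525) after 30 min; luciferase luminescence (BugLite, 15 min, RT) read afterwards.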
Nrf2 inh – Nrf2 pathway inhibition; AID 504444; A549 ARE-Fluc reporter, luciferase luminescence, 18-24 h; 360,000 compounds, 2.1% hits; Potency, µM (titrated, usually from 46 µM), inactives show top-dose activity change, negative = inhibition, most hits filed as inhibitors; note: potency is the fitted concentration of half-maximal effect; % is set by controls: 0 for no effect and ±100 for the full control effect; nearly all actives have a fitted effect of over 60% in size
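Two sequential reads on A549 ARE_Fluc cells exposed to compound for 18-24 h: a CellTiter-Fluor fluorescence read for viability, then a luciferase luminescence read for Nrf2/ARE activity.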
MmCpn inh – M. maripaludis TRiC chaperonin inhibition; purified Mm-Cpn ATPase, ADP Transcreener TR-FRET; Potency, µM (top dose mostly 76.9 µM), without a hit: at the highest dose activity, negative = inhibition, most hits filed as inhibitors; 330,000 compounds, 0.031% hits; AID 504842; note: potency is the fitted concentration of half-maximal effect; % is set by controls: 0 for no effect and ±100 for the full control effect; nearly all actives have a fitted effect of over 80% in size
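TR-FRET (320 nm excitation; 590 and 665 nm emission) reports ADP made from 10 uM ATP by 25 nM enzyme; compounds were preincubated 10 min, reaction run 30 min, both at 37°C.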
Abeta yeast res – compounds reversing amyloid beta toxicity in yeast | yeast expressing A-beta42, growth rescue, OD600, 48 h; response scale: 0% DMSO, 100% iron-clioquinol control | AID 1347071 | 410,000 compounds, 0.063% hits | Potency, µM (series often up to 46.1 µM), without a hit: at the top dose growth rescue, hits mostly activators; note: potency is the fitted concentration of half-maximal effect; nearly all actives have a fitted effect of over 55% in size
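Yeast A-beta toxicity model in growth medium with pinned compounds, 48 h at 30 C; growth read as absorbance at 600 nm. Normalized to FeCl3/clioquinol equimolar mix (positive) and DMSO (negative).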
Nrf2 ARE act – activates Nrf2 signaling. AREc32 ARE-luciferase reporter (MCF7-derived line), luminescence, 24 h. Potency, µM (titrated, usually from 46.1 µM), for inactives: top-dose activation, usual class: activators. 410,000 compounds, 0.31% hits; note: potency is the fitted concentration of half-maximal effect; % of control where 0% means no effect; nearly all actives have a fitted effect of over 65% in size
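Each well held 1000 AREc32 cells, which were incubated with compound for 24 hr at 37 deg C after overnight attachment, and ARE reporter activity was quantified by firefly luciferase luminescence.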
HepG2 viability – kills HepG2 cells in TGF-b inhibitor counter-screen; HepG2 CAGA-GFP viability, ATP luminescence, 18 h; Potency, µM (top dose mostly 46.1 µM), inactives show at the top dose activity change, negative = cytotoxicity, actives largely listed as cytotoxic; 410,000 compounds, 0.76% hits; AID 588856; note: potency is the fitted concentration of half-maximal effect; some results filed as inactive show a strong effect at the top dose
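HepG2 CAGA-GFP cells (1000/well, DMEM with 1% FBS) received compound, then TGF-beta at 500 pg/mL final, and were incubated 18 hours at 37 degrees C. Viability was read by CellTiter-Glo luminescence. Media-only wells were set as complete cell-killing and DMSO as no toxicity.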
Starred values were filed as active, the others as inactive; [ ] = another dose, or the depositor's remark. Unless noted, calls come from the whole dose curve; as a rule, active = well fitted curve in the direction sought with a large enough effect; inconclusive = small, poorly fitted or top-dose-only effect, or another doubt; inactive = no such curve, though single readings can be large; an effect the other way counts as inactive or inconclusive.

Sample of the layout (two entries):
What do the screens show for `Oc1ccc(N2CCN(Cc3nc4ccccc4[nH]3)CC2)cc1`?
CCT modulator: 1.8; pAkt inh: inactive; TGFb SMAD3 inh: -0.6%; A549 viability: -8.0%; Nrf2 inh: inconclusive; MmCpn inh: 0.7%; Abeta yeast res: 14.2%; Nrf2 ARE act: -0.4%; HepG2 viability: 3.5%

How did COc1ccc(OCC(=O)Nc2nnc(S(=O)(=O)N3CCc4ccccc43)s2)cc1 do in these assays?
TGFb SMAD3 inh: inconclusive; A549 viability: 8.8%; Nrf2 inh: inconclusive; Abeta yeast res: 4.5%; Nrf2 ARE act: 6.7%; HepG2 viability: -33.7%

Main list, repeating the preview:
What do the screens show for `Oc1ccc(N2CCN(Cc3nc4ccccc4[nH]3)CC2)cc1`?
CCT modulator: 1.8; pAkt inh: inactive; TGFb SMAD3 inh: -0.6%; A549 viability: -8.0%; Nrf2 inh: inconclusive; MmCpn inh: 0.7%; Abeta yeast res: 14.2%; Nrf2 ARE act: -0.4%; HepG2 viability: 3.5%

How did COc1ccc(OCC(=O)Nc2nnc(S(=O)(=O)N3CCc4ccccc43)s2)cc1 do in these assays?
TGFb SMAD3 inh: inconclusive; A549 viability: 8.8%; Nrf2 inh: inconclusive; Abeta yeast res: 4.5%; Nrf2 ARE act: 6.7%; HepG2 viability: -33.7%

What do the screens show for `Clc1ccccc1Cc1noc(CN2CCN(Cc3ccccn3)CC2)n1`?
CCT modulator: -0.7; pAkt inh: inactive; TGFb SMAD3 inh: -4.4%; A549 viability: 7.9%; Nrf2 inh: inconclusive; MmCpn inh: 1.3%; Abeta yeast res: -0.4%; Nrf2 ARE act: -0.3%; HepG2 viability: 2.6%

Results for COCCCNc1nnc(Cc2ccccc2)c2ccccc12 ?
CCT modulator: -2.7; pAkt inh: inactive; TGFb SMAD3 inh: -1.2%; A549 viability: 2.1%; Nrf2 inh: -8.6%; MmCpn inh: 0.5%; Abeta yeast res: -5.4%; Nrf2 ARE act: 0.1%; HepG2 viability: -15.9%

What do the screens show for `COc1ccc(C(=O)NC(=S)Nc2ccc(Cl)c(C(=O)O)c2)cc1`?
CCT modulator: -0.5; pAkt inh: inactive; TGFb SMAD3 inh: 4.8%; A549 viability: 2.6%; Nrf2 inh: inconclusive; MmCpn inh: 0.0%; Abeta yeast res: -5.1%; Nrf2 ARE act: 0.1%; HepG2 viability: -11.5%

What do the screens show for `COc1ccc(C(=O)N2CCN(c3ccccn3)CC2)cc1[N+](=O)[O-]`?
CCT modulator: -0.8; pAkt inh: inactive; TGFb SMAD3 inh: -4.2%; A549 viability: -1.1%; Nrf2 inh: inconclusive; MmCpn inh: -0.2%; Abeta yeast res: 0.8%; Nrf2 ARE act: -0.4%; HepG2 viability: -2.0%

Results for CCOc1ccccc1C(=O)NCc1ccco1 ?
CCT modulator: -3.4; pAkt inh: inactive; TGFb SMAD3 inh: -23.8%; A549 viability: 7.6%; Nrf2 inh: 0.3%; MmCpn inh: -7.5%; Abeta yeast res: -7.2%; Nrf2 ARE act: 26.0%; HepG2 viability: -9.6%

Results for CCOc1cc2[nH]c(=O)n(Cc3ccc(C(=O)NCCCN4CCCC4=O)cc3)c(=O)c2cc1OCC ?
CCT modulator: -4.1; pAkt inh: inactive; TGFb SMAD3 inh: -2.1%; A549 viability: -1.8%; Nrf2 inh: 2.3%; MmCpn inh: -2.1%; Abeta yeast res: 2.7%; Nrf2 ARE act: 1.6%; HepG2 viability: 12.0%

Results for N#C/C(=C\c1ccccn1)c1ccccn1 ?
CCT modulator: -0.8; pAkt inh: inactive; TGFb SMAD3 inh: -10.0%; A549 viability: -2.4%; Nrf2 inh: inconclusive; MmCpn inh: 1.7%; Abeta yeast res: -16.2%; Nrf2 ARE act: 22.4µM*; HepG2 viability: -17.1%

Results for CCN(CC)S(=O)(=O)c1ccc2c(c1)N(CC(=O)NCCN1CCOCC1)C(=O)CO2 ?
CCT modulator: -0.1; TGFb SMAD3 inh: 9.8%; A549 viability: -8.0%; Nrf2 inh: -0.3%; MmCpn inh: 1.5%; Abeta yeast res: -18.5%; Nrf2 ARE act: -0.1%; HepG2 viability: -5.1%

How did CC1(OC(=O)c2cccs2)C(=O)C=C2C=C(C3CC3)OC=C2C1=O (stereo not drawn) do in these assays?
CCT modulator: 1.9; pAkt inh: inactive; TGFb SMAD3 inh: 15.4%; A549 viability: -5.3%; Nrf2 inh: 13.4%; Abeta yeast res: -13.0%; Nrf2 ARE act: 4.0%; HepG2 viability: 12.1%

What do the screens show for `COC(=O)c1c(NC(=O)c2ccccc2)sc(Cc2ccccc2)c1C`?
CCT modulator: -1.3; pAkt inh: inactive; TGFb SMAD3 inh: -31.6%; A549 viability: -18.1%; Nrf2 inh: -10.4%; MmCpn inh: 1.3%; Abeta yeast res: 7.8%; Nrf2 ARE act: 3.2%; HepG2 viability: -4.8%

What do the screens show for `O=C(Nc1ccc2c(c1)OCCO2)c1cc(F)c(F)cc1Cl`?
CCT modulator: -4.4; pAkt inh: inactive; TGFb SMAD3 inh: -26.9%; A549 viability: -6.2%; Nrf2 inh: inconclusive; MmCpn inh: -3.2%; Abeta yeast res: 1.0%; Nrf2 ARE act: 5.3%; HepG2 viability: -43.1%

What do the screens show for `O=C(N/N=C/c1cccc(OCc2ccccc2)c1)c1cccs1`?
CCT modulator: 3.3; TGFb SMAD3 inh: 2.6%; A549 viability: -4.1%; Nrf2 inh: -11.5%; MmCpn inh: 1.3%; Abeta yeast res: 14.8%; Nrf2 ARE act: -0.3%; HepG2 viability: 3.0%

How did CC1(C)Cc2nc3sc4c(SCC(=O)O)ncnc4c3cc2CO1 do in these assays?
CCT modulator: -1.0; pAkt inh: inactive; TGFb SMAD3 inh: -19.2%; A549 viability: 13.8%; Nrf2 inh: inconclusive; MmCpn inh: -0.2%; Abeta yeast res: -2.1%; Nrf2 ARE act: -0.9%; HepG2 viability: -12.1%

How did CCOC(=O)Cc1csc(SCC(=O)NC2CCCCC2)n1 do in these assays?
CCT modulator: -3.0; pAkt inh: inactive; TGFb SMAD3 inh: -5.2%; A549 viability: -9.2%; Nrf2 inh: -0.6%; MmCpn inh: 2.1%; Abeta yeast res: -5.8%; Nrf2 ARE act: 0.3%; HepG2 viability: -25.6%

What do the screens show for `Cc1c(C(=O)NNC(=O)Nc2ccc([N+](=O)[O-])cc2)oc2ccccc12`?
CCT modulator: -0.1; pAkt inh: inactive; TGFb SMAD3 inh: 0.0%; A549 viability: 0.7%; Nrf2 inh: 13.1%; MmCpn inh: -0.4%; Abeta yeast res: 14.7%; Nrf2 ARE act: -0.5%; HepG2 viability: -4.2%

What do the screens show for `COc1ccc(N(CC(=O)Nc2ccc(C)c(C)c2)C2=NC3CS(=O)(=O)CC3S2)cc1` (stereo not drawn)?
CCT modulator: -1.6; pAkt inh: inactive; TGFb SMAD3 inh: 9.6%; A549 viability: 0.2%; Nrf2 inh: 19.2%; MmCpn inh: -2.9%; Abeta yeast res: -1.3%; Nrf2 ARE act: 0.2%; HepG2 viability: -6.6%

Results for CC(=O)c1cccc(NC(=O)c2noc3c2CSc2ccccc2-3)c1 ?
TGFb SMAD3 inh: 2.8%; A549 viability: -5.4%; Nrf2 inh: 12.6%; Abeta yeast res: 0.4%; Nrf2 ARE act: 1.3%; HepG2 viability: -4.5%

What do the screens show for `CCOC(=O)C1CCN(C(=O)c2cc(S(=O)(=O)N3CCCCC3)ccc2C)CC1`?
CCT modulator: 2.5; pAkt inh: inactive; TGFb SMAD3 inh: 55.0%[activator]; A549 viability: 7.3%; Nrf2 inh: 8.2%; MmCpn inh: -3.0%; Abeta yeast res: 4.0%; Nrf2 ARE act: -0.6%; HepG2 viability: 115.6%

What do the screens show for `Cc1nc2c(C(=O)NC(C)c3ccccc3)cnn2c(C)c1Cc1ccccc1` (stereo not drawn)?
TGFb SMAD3 inh: -10.3%; A549 viability: -18.9%; Abeta yeast res: -8.6%; Nrf2 ARE act: -2.6%; HepG2 viability: 12.6µM*

What do the screens show for `CC[C@]12c3[nH]c4cc(CCC(=O)N(C)C)ccc4c3CCN1C(=O)[C@@H](CC(=O)NCCCn1ccnc1)C[C@@H]2C(=O)N1CCN(C(=O)C2CC2)CC1`?
CCT modulator: -2.2; pAkt inh: inactive; TGFb SMAD3 inh: 13.0%; A549 viability: 2.5%; Nrf2 inh: 2.0%; MmCpn inh: 1.7%; Abeta yeast res: 3.2%; Nrf2 ARE act: 0.6%; HepG2 viability: 0.4%

What do the screens show for `CCN1CCCC1CNC(=O)CCc1nnc(CCC2CCCCC2)o1` (stereo not drawn)?
CCT modulator: -2.1; pAkt inh: inactive; TGFb SMAD3 inh: -8.2%; A549 viability: -0.6%; Nrf2 inh: 4.6%; MmCpn inh: -2.7%; Abeta yeast res: -4.8%; Nrf2 ARE act: 0.1%; HepG2 viability: -16.1%

What do the screens show for `CN(C)CCCN(C(=O)c1ccc(N2C(=O)CCC2=O)cc1)c1nc2c(F)cccc2s1`?
CCT modulator: -2.1; pAkt inh: inactive; TGFb SMAD3 inh: -19.6%; A549 viability: 0.7%; Nrf2 inh: -3.3%; MmCpn inh: -3.9%; Abeta yeast res: 2.3%; Nrf2 ARE act: 0.2%; HepG2 viability: -19.0%

How did COc1ccc(CCNC(=O)CCCCn2c(=O)c3ccccc3n(Cc3ccccc3C)c2=O)cc1OC do in these assays?
TGFb SMAD3 inh: inconclusive; A549 viability: -24.9%; Nrf2 inh: 11.0%; Abeta yeast res: -9.0%; Nrf2 ARE act: 3.0%; HepG2 viability: -49.9%
